Bioassay records from PubChem.
SENP8 block-1: blocks human SENP8 cleavage of Nedd8 substrate; Q96LD8; recombinant SENP8, Nedd8 substrate fluorescence; inhibition, % at 20 µM; hit rate 0.64% among 360,000; AID 602440; in the data active = inhibition mostly above about 40%, no sharp cut-off; inactive = mostly below about 27%
PfGluPho inh: PfG6PD (Plasmodium falciparum) enzyme inhibition. PfGluPho enzyme, NADPH resazurin-diaphorase fluorescence. inhibition, % at 20 µM. hit rate 0.78% among 350,000;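 active = inhibition reaching at least a set limit at 20 µM in the primary screen, cut at about 59% in these data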;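 note: 0% = DMSO wells with substrate and 100% = DMSO wells lacking glucose-6-phosphate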
HKDC1 inhibitor: HKDC1 (human) hexokinase inhibition; Q2TB90; recombinant HKDC1, G6PDH/diaphorase resazurin coupled fluorescence; inhibition, % at 20 µM; hit rate 0.16% among 340,000; AID 493160;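 active = inhibition above about 35% when tested at 20 µM, limit read from the data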;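 note: plate controls were DMSO wells with enzyme for no effect and DMSO wells lacking enzyme for full effect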
Target sequence (Q2TB90 whole entry, looked up): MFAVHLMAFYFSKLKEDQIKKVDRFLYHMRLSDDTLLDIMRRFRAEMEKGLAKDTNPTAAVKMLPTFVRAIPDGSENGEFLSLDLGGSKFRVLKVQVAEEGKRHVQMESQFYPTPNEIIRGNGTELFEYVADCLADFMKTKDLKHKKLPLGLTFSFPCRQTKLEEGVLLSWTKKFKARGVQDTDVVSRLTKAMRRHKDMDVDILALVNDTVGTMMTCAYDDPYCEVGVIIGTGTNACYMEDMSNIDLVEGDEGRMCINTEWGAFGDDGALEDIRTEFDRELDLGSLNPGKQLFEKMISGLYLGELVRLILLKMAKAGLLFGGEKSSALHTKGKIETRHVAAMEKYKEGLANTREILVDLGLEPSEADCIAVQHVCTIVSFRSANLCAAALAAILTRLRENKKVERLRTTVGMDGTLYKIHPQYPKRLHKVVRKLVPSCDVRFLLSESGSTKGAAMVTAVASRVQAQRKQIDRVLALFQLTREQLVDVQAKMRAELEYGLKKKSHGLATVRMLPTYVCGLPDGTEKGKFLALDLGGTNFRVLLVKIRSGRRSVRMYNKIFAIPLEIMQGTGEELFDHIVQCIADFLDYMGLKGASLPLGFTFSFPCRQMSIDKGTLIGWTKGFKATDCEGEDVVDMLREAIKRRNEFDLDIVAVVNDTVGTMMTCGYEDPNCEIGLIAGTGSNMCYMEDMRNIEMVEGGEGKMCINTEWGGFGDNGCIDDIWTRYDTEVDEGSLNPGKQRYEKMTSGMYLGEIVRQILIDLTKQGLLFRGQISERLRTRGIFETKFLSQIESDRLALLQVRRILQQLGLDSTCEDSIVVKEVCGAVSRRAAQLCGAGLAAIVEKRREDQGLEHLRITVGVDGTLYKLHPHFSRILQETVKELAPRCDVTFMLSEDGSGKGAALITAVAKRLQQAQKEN
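Assay system: in-house recombinant HK5 (HKDC1) enzyme. Input: HKDC1 at 5 µg/mL. Medium: Tris pH 8.0 buffer with MgCl2, Tween-20, BSA, BME. Dosing: single 20 µM dose. Schedule: 90 min reaction incubation at room temperature, dark. Signal: resazurin-to-resorufin fluorescence via G6PDH and diaphorase coupling, 525/613 nm. Controls: DMSO-enzyme wells negative, buffer-substituted wells positive.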
SENP1 inh: SENP1 (human) catalytic domain inhibition; recombinant SENP1 catalytic domain, CyPet-SUMO1-YPet FRET cleavage; Q9P0U3; inhibition, % at 10 µM; hit rate 0.21% among 360,000;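 active = inhibition at least 30% at 10 µM, raw YFP signal under a set limit, fluorescence ratio 0.5 to 1.5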;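 note: 0% = enzyme with DMSO and 100% = no enzyme wells; some results filed as inactive read as strong as hits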
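system = hSENP1 catalytic domain, recombinant | reagent = SFCypet-SUMO1-SFYpet substrate at 25 nM | doses = one dose per compound, 10 µM, 0.5% DMSO | incubation = enzyme reaction for 50 min at room temperature, dark | measured by = FRET, CFP and YFP emission | controls = no-enzyme low, enzyme-DMSO high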
SENP8 block-2: SENP8 protease inhibition | purified SENP8, Z-RLRGG-aminoluciferin cleavage, luminescence | inhibition, % at 10 µM | hit rate 1.2% among 330,000 | AID 2540; in the data active = inhibition above about 50%
UBC13 polyUb: human UBC13 polyubiquitination inhibition. UBC13 polyubiquitin chain formation, TR-FRET. inhibition, % at 20 µM. P61088. hit rate 0.47% among 330,000; in the data active = inhibition above about 45%, passing the limit was not always enough
Target sequence (P61088 whole entry, looked up): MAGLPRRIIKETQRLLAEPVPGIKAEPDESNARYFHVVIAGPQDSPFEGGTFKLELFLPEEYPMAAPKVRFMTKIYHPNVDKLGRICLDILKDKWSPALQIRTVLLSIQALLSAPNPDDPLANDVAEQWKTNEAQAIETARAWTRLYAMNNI
SENP7 block: inhibitors of human SENP7 protease. Q9BQF6. recombinant SENP7, Z-RLRGG-aminoluciferin luminescence, 40 min. inhibition, % at 5 µM. hit rate 1.5% among 330,000. AID 434973;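 active = inhibition above about 50% at the single test dose, limit read from the data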;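 note: plate controls were DMSO with enzyme for no effect and no enzyme buffer wells for full effect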
beta cell repl: induces beta-cell replication in MIN6 cells. MIN6 cells proliferation, ATPlite luminescence, 48 h; cells starved in 0.2% serum; 100% = growth in 10% serum. proliferation, % at 10 µM. hit rate 0.29% among 330,000. AID 2380;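 active = compounds whose signal lies at least 3.5 SD above the mean of all wells on their plate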;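 note: 0% = DMSO-treated cells in low-serum medium and 100% = 10% serum control; some compounds called inactive have numbers as strong as hits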
SENP6 block: inhibitors of human SENP6 protease. Q9GZR1. Recombinant SENP6 catalytic domain, aminoluciferin luminescence. inhibition, % at 10 µM. hit rate 1.8% among 330,000. AID 2599;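 active = inhibition above about 50% at the single tested dose, limit read from the data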;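 note: plate controls were DMSO wells with enzyme for no effect and DMSO wells lacking enzyme for full effect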
* hit, by the source's call; / = no result given.

Second line of a record: SENP8 block-1, PfGluPho inh, HKDC1 inhibitor, SENP1 inh, SENP8 block-2, UBC13 polyUb, SENP7 block, beta cell repl, SENP6 block
CCCCc1c(O)nc(SCC(=O)N2CCCCC2)[nH]c1=O
    17, -20, 1, -1, -1, 3, -3, 1, 15
O=C(NNC(=O)C12CC3CC(CC(Br)(C3)C1)C2)c1ccccc1F
    14, 1, -5, 4, 7, 6, -2, -2, -9
CCOC(=O)c1[nH]c2ccc(C(=O)OC)cc2c1C(=O)OCC
    -173, -7, 12, -4, -6, 12, 1, 6, -16
Cc1cccc(C(=O)Oc2ccc(/C=N/NC(=O)c3cc(O)cc(O)c3)cc2)c1
    -2, 23, 1, 3, -17, 6, -9, -6, -10
COc1ccccc1OCC(=O)Nc1ccc(S(=O)(=O)Nc2onc(C)c2C)cc1
    10, -8, 3, -1, 11, 2, 8, 0, 2
O=C(COC(=O)c1sc2ccccc2c1Cl)Nc1ncc(Cl)cc1Cl
    -11, -7, -4, -6, -4, 8, -12, -2, -14
N#Cc1cccc(Cn2cc(C(F)(F)F)ccc2=O)c1
    16, -2, -4, 3, -9, 1, 4, 1, 1
COCCN1C(=O)C(O)=C(C(=O)c2ccco2)C1c1cccc(Oc2ccccc2)c1 (stereo not drawn)
    -1, -3, 9, -1, -2, -7, 9, -2, 16
COc1ccc(NS(=O)(=O)c2c(C(=O)N3CCCCCC3)c(C)n(C)c2C)cc1
    16, -6, -7, 2, -2, -2, -7, 0, -6
O=C(Nc1cccc(NC(=O)C2C3CC4OC(=O)C2C4C3)c1)c1ccccc1 (stereo not drawn)
    6, 1, -7, 2, -3, 17, -3, -1, -9
O=C(NC1CCCCCC1)c1ccc([N+](=O)[O-])s1
    10, 15, 0, -3, -8, -12, 1, -6, 6
C(=C\c1nc(N2CCCC2)c2ccccc2n1)/c1ccccc1
    -159, 20, 5, -1, -2, 6, 8, -4, 1
COc1ccc2cc(-c3cc(C(=O)OCC(=O)NC4CCS(=O)(=O)C4)c4ccccc4n3)ccc2c1 (stereo not drawn)
    -390, -1, -3, -33, /, /, /, /, /
CC(C)(C)c1ccc(-c2nc3[nH]c(=O)cc(NC(=O)c4ccco4)n3n2)cc1
    -2, 9, 21, -1, -3, -16, 8, -4, 22
Cc1c(C(c2ccc([N+](=O)[O-])cc2)c2c(C)n(C)n(-c3ccccc3)c2=O)c(=O)n(-c2ccccc2)n1C
    15, 0, -9, 1, 2, -2, 0, -2, -5
COc1cccc(OC)c1C(=O)NC(=O)NNc1cc(C(F)(F)F)cc(C)n1
    9, 5, -7, 1, 11, 6, 5, 1, -3
Cc1cccc(N2CCN(C(=O)Cc3ccc(-n4c(=O)[nH]c5ccsc5c4=O)cc3)CC2)c1C
    12, -24, -1, -1, 4, 28, -2, 0, -1
CN(Cc1ccccc1F)C(=O)c1ccc2c(=O)n3c(nc2c1)CCC3
    -93, 9, -6, 0, 11, 3, -6, -3, -4
O=C1c2cccnc2C(=O)N1CNc1ccc(Cl)cc1
    7, 9, -14, 1, -4, -2, -1, 3, -11
CCCc1cc2c(=O)c(-c3ccccn3)coc2cc1OC
    -3, 13, -6, 0, -7, -7, 3, -2, -28

Whole records as entered above. Order of screens: SENP8 block-1 | PfGluPho inh | HKDC1 inhibitor | SENP1 inh | SENP8 block-2 | UBC13 polyUb | SENP7 block | beta cell repl | SENP6 block
CCCc1cc2c(=O)c(-c3ccccn3)coc2cc1OC reads -3 | 13 | -6 | 0 | -7 | -7 | 3 | -2 | -28
CC(C)(C)c1ccc(-c2nc3[nH]c(=O)cc(NC(=O)c4ccco4)n3n2)cc1 reads -2 | 9 | 21 | -1 | -3 | -16 | 8 | -4 | 22
COc1ccc2cc(-c3cc(C(=O)OCC(=O)NC4CCS(=O)(=O)C4)c4ccccc4n3)ccc2c1 (stereo not drawn) reads -390 | -1 | -3 | -33 | / | / | / | / | /

Additional results:
Second line of a record: SENP8 block-1, PfGluPho inh, HKDC1 inhibitor, SENP1 inh, SENP8 block-2, UBC13 polyUb, SENP7 block, beta cell repl, SENP6 block
Cn1c(N)c(C(=O)CSc2nc(N)cc(N)n2)c(=O)n(C)c1=O
    -1, -3, 19, 0, 5, 0, 2, -4, 11
CC(=O)NC(C(=O)N1CCC(c2nc3ccccc3s2)CC1)C(C)C (stereo not drawn)
    -4, -4, -6, 0, -2, 4, -2, -1, -9
O=C(c1ccc(NS(=O)(=O)c2ccccc2)cc1)N1CCCC1
    24, -12, -4, 1, 2, -7, 11, -2, -22
COCCCNC(=O)c1ccc(N(C)S(=O)(=O)c2ccc(OC)cc2)cc1
    20, 0, 1, 1, -8, -4, 3, 0, -9
Cc1cc2c(c(N)n1)c(=O)oc1ccccc12
    -430, -17, -1, 2, 3, 19, 5, 7, 1
Nc1nc(SCC(=O)NCCc2ccccc2)[nH]c(=O)c1-c1ccccc1
    /, /, /, /, -7, -5, -4, -5, 4
O=C(Nc1nc(NC(=O)c2ccco2)n(-c2ccccc2)n1)c1ccccc1
    13, -34, -17, 0, 7, -13, 2, -3, -29
Cc1ccc(CNC(=O)C2CCC(=O)N(CCc3ccc(Cl)cc3)C2)s1 (stereo not drawn)
    0, 8, -6, -2, 2, 5, -6, -1, -8
COc1ccc(S(=O)(=O)N2CCOC23CCN(C(=O)c2ccccc2Br)CC3)cc1
    11, -4, -1, 0, -7, 2, -8, -3, -8
O=C1OCc2cc(-n3cccc3)ccc21
    1, -2, 3, -4, -15, -8, -10, -1, -1
CC1(C)CN(c2ccc(N3CC(C)(C)C3=O)cc2)C1=O
    18, -1, -6, 1, 6, 2, -2, 1, -10
O=C(Cc1c(C(=O)O)[nH]c2ccccc12)Nc1ccc2c(c1)OCO2
    16, -14, -2, 0, 7, 6, 4, 1, 21
CC(=O)c1nn(-c2ccccc2)cc1C(=O)c1ccc(Br)cc1
    4, -3, -13, 0, -2, 2, 3, 0, -6
CC1=C(C(=O)N2CCCC(C(=O)c3cccc(C(F)(F)F)c3)C2)OCCO1 (stereo not drawn)
    18, 8, 8, 0, -12, 5, -9, -2, -27
COc1ccc(-c2c(C)oc3c(CN4CCCC(C)C4)c(O)ccc3c2=O)cc1OC (stereo not drawn)
    -296, -12, -5, 2, -4, 9, -11, 0, -14
COC(=O)C1=C(C(=O)OC)SC(=C2C(=S)C(C)(C)N(C(=O)CC(C)C)c3ccccc32)S1
    59*, 16, 5, 2, 5, -66, 17, -6, -8
COC(C[C@@H](O)C[C@H](O)[C@H](C)OCc1ccccc1)OC
    12, -2, -2, 0, -10, 6, -8, 1, -17
COc1ccc(S(=O)(=O)N(CCC#N)Cc2ccco2)cc1OC
    3, 5, 1, 1, -9, 6, 4, -1, -11
C=CCSc1nnc(NC(=O)c2ccc(S(=O)(=O)NCC3CCCO3)cc2)s1 (stereo not drawn)
    2, -19, -6, 1, -6, -13, -10, 0, -18
COc1ccc(S(=O)(=O)NC(C)C(=O)NCc2ccncc2)cc1Cl (stereo not drawn)
    10, -3, -5, 0, -3, 5, 8, 3, -17
O=C(CSc1nnc(Cc2ccccc2)o1)NCc1ccc2c(c1)OCO2
    9, 3, -4, 1, -9, -9, -5, 1, -14
NCC12CC3CC(C1)CC(c1ccc(Br)cc1)(C3)C2
    16, 3, -4, 2, -3, 40, -2, -7, -5
CCOc1cccc(N(C(=O)CCC(=O)Nc2cc(C)on2)C(C(=O)NC(C)(C)C)c2ccc(OC)cc2)c1 (stereo not drawn)
    7, 6, 0, 5, -9, -2, -8, -1, 0
O=C1C2C3C=CC(CO)(O3)C2C(=O)N1c1ccc(-c2ccccc2)cc1 (stereo not drawn)
    /, /, /, /, -6, -13, -11, -6, -17
COC(=O)c1cc(C(=O)OC)cc(N2C(=O)CN=C2Nc2nc(C)cc(C)n2)c1
    -334, -11, -4, 2, 1, 9, 10, -5, -18
Cc1cc2nc(-c3ccc(SCC(=O)Nc4nccs4)nc3)[nH]c2cc1C
    -300, -2, -10, -3, /, /, /, /, /
Cc1ccc(Nc2nnc(SC3CCOC3=O)s2)c(C)c1 (stereo not drawn)
    12, 34, -6, 1, -10, -4, -6, -3, -9
CC(C)CCNc1cc(=O)n(C)c(=O)n1C
    27, -1, -8, 3, 1, 4, 8, -3, 6
O=C(COC(=O)c1n[nH]c2ccccc12)Nc1ccc(Cl)cc1[N+](=O)[O-]
    17, -17, 1, 2, -4, 5, 11, -2, -3
Cc1c(NC(=O)CSCc2ccc(Br)cc2)c(=O)n(-c2ccccc2)n1C
    -4, -13, 0, 1, -5, -5, -8, -5, -15
CC(C)CC(NC(N)=O)C(=O)Nc1ccc(Cl)c(Cl)c1 (stereo not drawn)
    9, 8, -12, 2, -7, 6, 6, 0, 3
Cc1cccc(OCC(=O)OCC(=O)c2c(N)n(C)c(=O)n(C)c2=O)c1C
    5, -9, -6, 2, -2, -13, -5, 0, -19
CCOC(=O)c1cnc(Nc2nc3ccccc3o2)nc1CSc1ncccn1
    /, 28, -8, /, -4, -16, 2, -2, 7
Cc1c(CC(=O)O)c(=O)oc2cc3occ(-c4ccccc4)c3cc12
    -181, -22, 9, -6, 5, -4, 0, -2, -22
CC(C)c1ccc(/C=C2\SC(=O)N(CC(=O)NCCCn3ccnc3)C2=O)cc1
    4, -10, 9, 2, 11, 4, 15, -7, 15
O=C1CCCC/C1=C\Nc1ccc(O)cc1
    -105, 38, 13, -1, -14, -16, -9, -3, 1
CC(C)NC(=O)C1CC(=O)N(c2ccc(F)c(Cl)c2)C1 (stereo not drawn)
    15, -11, -8, 0, 2, 3, 0, 0, -22
O=C(c1ccc2c(c1)OCO2)N1CCC2(CC1)Oc1ccc(F)cc1C(=O)C21CC(c2ccc(Cl)cc2)=NO1 (stereo not drawn)
    -6, 3, -2, -1, -6, -24, -2, -2, -10
Cc1ccc(-c2nnc(N3CCN(C(=O)COc4cccc(C)c4)CC3)c3ccccc23)cc1
    16, -5, 3, 2, 19, 0, 3, -4, 2
CC(=O)c1cnc2sccn2c1=O
    -27, -9, -9, 0, 4, -6, -8, 2, -12
COC(=O)c1cn(CCOc2ccccc2F)c2ccccc12
    4, -27, 1, 4, -9, 1, -5, -3, -5
CCN(CC(=O)NCc1ccc(F)cc1)C(=O)c1cccnc1SC
    16, -15, -5, 2, 1, 4, 5, 1, -26
O=C1CCC([N+](=O)[O-])C(c2cccc3ccccc23)N1 (stereo not drawn)
    0, -11, -4, 0, 9, 0, 2, -1, -15
COc1ccc(N/C=C2\CCOC2=O)cc1
    7, -1, -7, 3, -17, -13, -10, 1, -11
Cn1cnnc1SCC(=O)NCc1cccc(C(F)(F)F)c1
    5, -5, -9, 2, 7, 5, 7, -1, -2
CSc1nc2c(c(=O)[nH]1)C(c1ccncc1)C(C(=O)OC(C)C)=C(C)N2 (stereo not drawn)
    -78, -5, -1, -1, -3, -8, 10, -2, 3
O=C1CCN(S(=O)(=O)c2ccc(Cl)cc2)CCN1
    20, -30, -9, -2, -3, -2, 3, 1, -18
COCC(C)NC(=O)CCSc1nc(-c2ccc(OC)cc2)cc(C(F)(F)F)n1 (stereo not drawn)
    -154, 14, -4, -1, -3, 13, 0, 2, -14
CCNc1cc(Cl)nc(SC)n1
    15, -6, 1, 3, -3, -2, 6, 0, -6
Cc1ccc(CNS(=O)(=O)c2c(C)n(C)c(=O)n(C)c2=O)cc1
    0, 0, -8, 1, -3, -8, -1, 2, -12
COc1ccc(CCNC(=O)C(=O)NCCC2CCCCN2S(=O)(=O)c2ccccc2)cc1 (stereo not drawn)
    7, 5, 3, 4, 5, -12, 5, -2, -2
O=C1NC2(CCCCCC2)N=C1c1ccc(Br)cc1
    24, -9, 2, 2, 2, 49*, 0, 0, -10
